CHO-K1 Ca antag: counter-screen for M1 antagonists: effect in parental CHO-K1 cells | 0.6% of 360,000 active | AID 602250 | ATP-induced calcium, Fluo-8 fluorescence | inhibition, % at 3 µM;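 active = inhibition above a per-plate cutoff, the plate's mean sample inhibition plus 3 SD, cut at about 24% in these data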;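 also: 0% = DMSO plus EC80 ATP and 100% = DMSO alone without ATP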
OXTR potentiate: human OXTR potentiation. P30559. CHO-OTR cells, Fluo-8 calcium fluorescence, potentiator mode; 0% = oxytocin EC15, 100% = EC100. activation, % at 3 µM. 0.061% of 320,000 active. AID 2445;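 active = activation above that plate's cutoff, the mean activation of tested compounds plus 3 SD, cut at about 6.6% in these data, passing the limit was not always enough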;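 also: 100% uses oxytocin at 75 nM as the full agonist control; some results filed as inactive read as strong as hits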
Target sequence (P30559 whole entry, looked up): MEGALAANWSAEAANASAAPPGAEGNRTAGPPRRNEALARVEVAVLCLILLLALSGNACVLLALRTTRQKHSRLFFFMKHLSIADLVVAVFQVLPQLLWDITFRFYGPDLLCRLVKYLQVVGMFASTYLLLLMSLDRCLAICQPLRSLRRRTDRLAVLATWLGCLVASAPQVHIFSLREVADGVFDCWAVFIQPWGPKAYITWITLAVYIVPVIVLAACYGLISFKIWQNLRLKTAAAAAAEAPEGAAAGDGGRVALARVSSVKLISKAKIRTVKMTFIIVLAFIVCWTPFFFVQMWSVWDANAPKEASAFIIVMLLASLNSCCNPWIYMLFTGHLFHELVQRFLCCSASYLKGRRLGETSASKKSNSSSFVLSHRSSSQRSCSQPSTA
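test system = CHO-OTR cells, human receptor | compound = single-point 3.0 µM | schedule = 6 min compound pre-incubation at room temperature, 100 s kinetic read | signal = Fluo-8 no-wash calcium dye fluorescence, excitation 470-495 nm, emission 515-575 nm | repeats = single well per compound, singlicate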
TAAR1 agonist: human TAAR1 agonism | Q96RJ0 | CHO RD-HGA16 TAAR1, Fluo-8 calcium fluorescence; vehicle wells 0%, saturating PEA agonist 100% | activation, % at 3 µM | 0.99% of 360,000 active | AID 624467;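 active = activation above the mean activation of all test compounds in the run plus 3 SD, cut at about 38% in these data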
Target sequence (Q96RJ0 whole entry, looked up): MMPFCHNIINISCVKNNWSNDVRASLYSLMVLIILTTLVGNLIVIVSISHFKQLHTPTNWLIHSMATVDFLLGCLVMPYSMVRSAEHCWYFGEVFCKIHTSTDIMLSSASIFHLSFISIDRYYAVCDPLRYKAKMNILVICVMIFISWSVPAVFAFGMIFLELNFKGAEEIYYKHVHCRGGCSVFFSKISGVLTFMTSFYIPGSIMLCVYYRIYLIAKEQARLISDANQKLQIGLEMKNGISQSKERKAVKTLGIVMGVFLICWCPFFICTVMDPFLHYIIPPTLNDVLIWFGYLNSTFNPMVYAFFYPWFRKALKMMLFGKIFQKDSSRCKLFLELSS
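Signal – calcium-sensitive Fluo-8 signal, excitation 470-495, emission 515-575 nm · System – RD-HGA16 (CHO) cells co-expressing Gα16 and hTAAR1 · Incubation – 17-24 h seeding, 75 min 37 °C dye, 30 min RT · Compound dosing – 3 µM single concentration · Repeats – no replicates (n 1)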
CHO-K1 Ca ag: M1 agonist counterscreen hit in parental CHO-K1 cells. Fluo-8 calcium fluorescence; scaled to maximal ATP response, vehicle zero. activation, % at 3 µM. 0.48% of 360,000 active. AID 602248; in the data active = activation above about 15%;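 also: untransfected CHO-K1 host cells lacking M1 receptor as counterscreen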
TAAR1 antag: antagonists of human TAAR1. 1.5% of 360,000 active. inhibition, % at 3 µM. CHO RD-HGA16 TAAR1, Fluo-8 calcium fluorescence, antagonist;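 active = inhibition above a per-plate cutoff, the mean inhibition of test compounds on that plate plus 3 SD, cut at about 49% in these data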;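 also: 0% = DMSO plus EC80 beta-PEA response and 100% = DMSO alone without agonist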
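Material: RD-HGA16 CHO cells with stable hTAAR1 and Gα16; Dosing: single nominal final test compound concentration of 3 µM; Schedule: seeding 17-24 h prior, 75-min 37 °C, 30-min RT dye loading; Detection: kinetic Fluo-8 calcium fluorescence measurement; Measure: % inhibition from peak post-agonist over basal fluorescence ratio; Benchmarks: vehicle and agonist controls.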
CHRM1 agonist: agonists of human M1 muscarinic receptor; 0.33% of 360,000 active; P11229; CHO-K1 hM1, Fluo-8 calcium fluorescence, agonist mode; 0% DMSO, 100% acetylcholine EC100; activation, % at 3 µM;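 active = activation above the run's mean compound activation plus 3 SD, cut at about 16% in these data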;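 also: peak over basal fluorescence ratio within a 140 s kinetic read after compound addition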
CHO parental Ca: counter-screen for OX1R antagonists: effect in parental CHO cells | AID 463079 | parental CHO-K1, ATP-induced calcium, Fluo-8 fluorescence | 0.63% of 330,000 active | inhibition, % at 5.6 µM;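 active = inhibition above that plate's mean sample inhibition plus 3 SD, cut at about 26% in these data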;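 also: 0% = ATP-challenged DMSO wells and 100% = DMSO wells without ATP; some compounds past the cut are filed as inactive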
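Assay system: untransfected parental CHO cell line. Also added: ATP agonist challenge. Dosing: one dose, 5.6 µM nominal. Measured by: Fluo-8 fluorescence. Read-out: % inhibition. Benchmarks: ATP wells versus no-ATP DMSO wells. Repeats: no replicates.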
M1 antag: blocks human M1 muscarinic receptor. CHO-K1 hM1, Fluo-8 calcium fluorescence, ACh EC80 antagonist. inhibition, % at 3 µM. P11229. 1.3% of 360,000 active;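 active = percent inhibition above its own plate's cutoff, namely the mean of that plate's compound wells plus 3 SD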;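 also: peak over basal fluorescence ratio during 140 s after agonist addition; 0% = ACh EC80 plus DMSO and 100% = DMSO alone without agonist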
CHO-K1 Ca PAM: nonselective activator or artifact in parental CHO-K1 calcium assay. ATP EC20, Fluo-8 calcium fluorescence; 0% at ATP EC20, 100% at ATP max. activation, % at 3 µM. 0.02% of 360,000 active. AID 602247;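 active = activation above the run cutoff, the mean activation of all test compounds plus 3 SD, cut at about 40% in these data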;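 also: peak over basal fluorescence ratio in a 140 s read after ATP addition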
The depositor's hits bear a star; x = not tested or not shown.

SMILES	CHO-K1 Ca antag	OXTR potentiate	TAAR1 agonist	CHO-K1 Ca ag	TAAR1 antag	CHRM1 agonist	CHO parental Ca	M1 antag	CHO-K1 Ca PAM
Cc1cc(C(=O)N2CCCC(C(=O)c3ccc4ccccc4c3)C2)nn1C (stereo not given)	-14	-12	1	5.5	-19	-2	-13	-6	17
COc1cc([N+](=O)[O-])ccc1NC(=O)COC(=O)c1ccc(NC(N)=O)cc1	-6	-12	2	0.1	11	-2	-7	-12	4
Cc1occc1C(=O)NCc1ccccc1F	-11	-8	9	1.1	-5	-4	3	-10	20
CCOc1ccc(S(=O)(=O)N(CC)CC(=O)NCc2ccccn2)cc1C	-26	-7	2	-0.8	-30	-7	-3	-18	2
CN(Cc1cc(Cl)cc(Cl)c1)CC(C(=O)c1ccccc1)c1ccccc1 (stereo not given)	-2	x	0	-0.4	-17	-4	x	-12	-14
CN(C)S(=O)(=O)c1ccc(C(=O)Nc2nnc(SCC(=O)N3CCOCC3)s2)cc1	5	x	2	0.1	-14	5	x	-19	11
CC(=O)C1=C(C)NC(SCC(=O)c2ccc(Cl)c(Cl)c2)=C(C#N)C1c1ccco1 (stereo not given)	-16	-7	4	1.9	3	-2	-6	-22	13
Cc1ccc(S(=O)(=O)N2CCC(C(=O)Nc3ccccc3N3CCCCC3)CC2)cc1C	0	-4	0	0.2	-13	-2	-11	-2	-3
COc1ccc(Cc2nnn(CC(=O)O)n2)cc1	-6	-8	3	0.1	-5	2	7	-6	-1
CCOc1ccc(CN2CCN(Cc3cccc4c3OCO4)CC2CCO)cc1 (stereo not given)	-11	-10	6	2.3	-9	-13	-22	-6	26
COC(=O)c1c(C)[nH]c(C(=O)NCc2ccco2)c1C	-7	1	-1	2.9	8	-4	-8	3	9
CC1=CSC2=NC(=O)/C(=C/c3cccc(OC(=O)c4ccco4)c3)C(=N)N12	-2	0	2	0.9	-11	-2	-7	-9	16
COCCNC(=O)C(c1ccc(O)cc1)N(Cc1ccccc1)C(=O)CCC(=O)Nc1ccccn1 (stereo not given)	-7	-7	-2	0.2	8	2	-4	-18	10
O=C(OC(C(=O)NCc1cccs1)c1ccccc1F)c1ccco1 (stereo not given)	-15	-16	1	0.5	2	-3	-6	-8	19
O=C(O)CN1C(=O)/C(=C\c2ccccc2OCc2ccccc2)SC1=S	-14	x	2	-0.1	-21	-3	x	-21	23
COc1cccc(CN(C)C(=O)c2cc(COc3ccc(-n4cncn4)cc3)on2)c1	-3	-13	7	16*	15	2	1	12	-20
COC(=O)C1CN(C(=O)COc2ccc(Cl)cc2Cl)c2ccccc2O1 (stereo not given)	-8	-4	0	6.1	4	-7	-21	0	10
CN1CCC(N2CCN(C3CN(Cc4cn(Cc5ccc(C(F)(F)F)cc5)nn4)S(=O)(=O)C3)CC2)CC1 (stereo not given)	-1	x	2	4.9	-3	x	x	x	6
CN1CCN(C(=O)C(=O)c2cn(CC(=O)N3CCOCC3)c3ccccc23)CC1	2	x	0	0.7	4	-3	x	-10	9
c1ccc2sc(N3CCN(Cc4nnnn4CC4CCCO4)CC3)nc2c1 (stereo not given)	-3	-4	11	1.9	-6	-3	-8	-3	5
Cc1ccc(C(C)n2cc(C(=O)NCc3ccccn3)nn2)cc1 (stereo not given)	15	-5	14	0.4	-18	4	-11	-5	3
O=C(/C=C/c1cccs1)N1CCC2(CC1)Oc1ccc(F)cc1C(=O)C21CC(c2ccc(Cl)cc2)=NO1 (stereo not given)	-12	-2	-1	-0.1	1	-2	-8	-21	10
CCOc1ccc(C(=O)NCC(c2cccs2)N(C)C)cc1OCC (stereo not given)	-8	2	4	0.8	-7	-8	-11	8	24
CCS(=O)(=O)N1CCN(c2ncnc3sc(C)c(C)c23)CC1	-21	-9	1	4.1	6	-2	-4	-17	18
CCC(CC)C(=O)N1CC(=O)Nc2ccc(F)cc2C1c1ccc(F)cc1 (stereo not given)	-8	-3	-1	1.2	10	-9	-15	-8	22

New compounds follow
SMILES	CHO-K1 Ca antag	OXTR potentiate	TAAR1 agonist	CHO-K1 Ca ag	TAAR1 antag	CHRM1 agonist	CHO parental Ca	M1 antag	CHO-K1 Ca PAM
CCOc1ccc(S(=O)(=O)/N=C(/Nc2ccc(S(N)(=O)=O)cc2)c2ccccc2)cc1	-12	-7	3	0.4	-3	-4	-4	-3	2
CCOC(=O)CNC=C(C(=O)OCC)C(=O)OCC	5	-1	1	6.6	-30	0	1	12	-2
COc1ccc2nc(/C(C#N)=C\c3ccc(Oc4ccc([N+](=O)[O-])cn4)cc3)[nH]c2c1	-8	-9	10	7.5	15	0	-5	3	28
C=CCc1cc(C)ccc1OCC(O)CN1CCN(c2ccccc2)CC1 (stereo not given)	-19	-6	-1	-0.3	-6	-5	-15	-33	2
Cc1[nH]c2ccccc2c1C(O)CN1CCC2(CC1)OCCO2 (stereo not given)	-5	-9	9	0.9	-10	-5	-11	-6	8
Nc1nc(=O)n(C2CCCCO2)cc1Br (stereo not given)	-14	x	1	2.7	-13	2	x	-8	28
COc1ccc(CCNC(=O)CSc2ccc(NC(C)=O)cc2)cc1OC	-13	-5	8	0.7	-14	-2	-5	-8	10
CC(=O)Nc1ccc(-c2ccc(NC(C)=O)cc2)cc1	-3	-3	7	-0.1	-8	-4	-13	-4	20
COc1ccc(OCC(O)CN2C(=O)c3ccccc3C2=O)cc1 (stereo not given)	-11	-3	3	2.1	-12	-4	-13	-10	15
Cc1nnc(SCc2nc3ccccc3s2)n1N	-14	-3	2	0.2	-11	-10	-14	1	14
S=C(Nc1cccnc1)N1CCCCC1	-9	0	1	1.7	-3	-5	-10	-2	15
CC(NC(=O)c1ccccc1)c1nc2ccccc2n1Cc1ccccc1F (stereo not given)	x	-3	1	x	-3	x	-15	x	x
Cc1ccc(NC(=O)CN(C)S(=O)(=O)c2cccc3nsnc23)cc1Cl	1	-19	9	1.6	8	-3	12	-6	10
O=C(Nc1cccc(C(=O)N2CCOCC2)c1)c1cncc(Br)c1	0	-12	14	0.1	-1	-2	-1	-13	5
Cc1ccc(C(=O)c2c[nH]cc2-c2ccccc2)cc1	-17	-9	-2	0.4	0	-4	-9	-10	18
CCS(=O)(=O)N1CCN(C(=O)CC(C)C)CC1	-17	-6	6	0.2	-9	-2	-2	-6	12
CC1=NN(C(C#N)c2ccc(F)cc2)C(C)(C)C1 (stereo not given)	-7	-2	4	0.5	-8	-6	-6	-4	16
CC(NC(=O)c1ccnn1C)C1CCCO1 (stereo not given)	20	6	8	0.0	12	-3	7	7	16
COc1ccc(-c2n[nH]c3c2C(c2ccc(OC)c(OC)c2)N(c2ccccc2)C3=O)cc1 (stereo not given)	12	-4	8	1.6	7	-2	-18	14	-3
CN(C)CCCN(C(=O)COc1ccccc1)c1nc2cc3c(cc2s1)OCO3	0	-9	5	3.4	2	-3	-1	-5	7
CCCC1Nc2ccc(C(=O)O)cc2C2C=CCC12 (stereo not given)	-5	1	x	0.2	x	-5	-9	-5	-6
Cc1cccc(C)c1Oc1nc(-c2ccccc2)ncc1S(=O)(=O)c1ccccc1	-10	-8	8	0.6	-2	-3	-4	-13	17
CCc1ccc2nc(N(CCCN(C)C)C(=O)c3ccc(S(=O)(=O)N4CCCC4)cc3)sc2c1	-4	-5	25	5.7	6	-5	-26	39*	10
COc1ccc(S(=O)(=O)N2CCN(c3ccccc3)CC2)cc1	-8	-7	9	1.7	12	-8	-14	1	4
Cc1ccc(C(=O)Nc2ccc(F)cc2)o1	-11	-2	0	0.0	-10	1	-7	-11	-4

Continued:
SMILES	CHO-K1 Ca antag	OXTR potentiate	TAAR1 agonist	CHO-K1 Ca ag	TAAR1 antag	CHRM1 agonist	CHO parental Ca	M1 antag	CHO-K1 Ca PAM
Cc1ccnc(SCC(=O)N2CCN(c3ccccc3)CC2)n1	5	-5	2	0.1	1	-3	-9	0	-5
CS(=O)(=O)Nc1ccc(C(=O)CC(=O)Nc2ccc([N+](=O)[O-])cc2)cc1	-10	-9	4	0.3	9	-3	8	-20	16
CCO[C@H]1OC(C(=O)N2CCN(Cc3ccc4c(c3)OCO4)CC2)=C[C@@H](C2CCCCC2)[C@@H]1CCCO	-10	-1	1	-0.2	15	-5	-28	-10	1
COc1cc(N=C(N)N=C(N)N)cc(OC)c1	-12	5	2	1.4	-14	-7	1	-4	9
CC1(C)CC(=O)C=C(c2ccc(COC(=O)c3ccccc3)cc2)C1=O	-5	x	6	2.4	35	0	x	1	6
S=C1Nc2ccccc2Sc2ccc(Cl)cc21	5	-11	3	14	-13	-8	-6	5	14
Cc1cccc(N2CCN(C(=O)CNC(=O)C3CCCCC3)CC2)c1C	-7	x	0	4.1	-21	2	x	1	8
O=C(Nc1ccc(Cl)cc1F)c1ccc(-n2cncn2)cc1	-3	-6	4	0.4	18	-2	-4	-10	-7
Cc1cc(Br)ccc1NC(=O)CN(C)C(=O)C1CCN(c2ncnc3sc(C)c(C)c23)CC1	6	x	12	4.0	57*	-5	x	9	-16
CN(C)c1ccc(NC(=O)Nc2nc(C(N)C3CCCCC3)cs2)cc1 (stereo not given)	-4	x	3	0.9	1	-2	x	-4	18
COc1ccccc1NC(=O)NCc1ccccc1F	4	-15	-1	0.0	8	-7	4	3	0
Cc1cc(C(=O)CN2C(=O)NC(C)(c3cccc(Br)c3)C2=O)c(C)n1Cc1ccco1 (stereo not given)	6	-6	22	0.2	-19	4	-15	-28	-6
COc1ccc2nc(NC(=O)CSc3nnc(-c4ccoc4C)n3C)sc2c1	-14	-19	9	4.4	10	-3	-33	-2	22
COc1ccc(C(=O)NCCCCCC(=O)N/N=C/c2ccco2)cc1OC	-7	2	5	-0.4	-14	-4	-8	-1	15
CCNC(=O)c1oc2c(c1C)C(=O)CC(C)(C)C2	9	-6	2	0.6	8	-4	-2	3	13
Cc1cc(N2CCOCC2)c(F)cc1C(=O)c1ccccc1	-2	-10	11	0.6	0	-2	-7	-9	14

Of the compounds above, 4 contain bromine:
SMILES	CHO-K1 Ca antag	OXTR potentiate	TAAR1 agonist	CHO-K1 Ca ag	TAAR1 antag	CHRM1 agonist	CHO parental Ca	M1 antag	CHO-K1 Ca PAM
Nc1nc(=O)n(C2CCCCO2)cc1Br (stereo not given)	-14	x	1	2.7	-13	2	x	-8	28
O=C(Nc1cccc(C(=O)N2CCOCC2)c1)c1cncc(Br)c1	0	-12	14	0.1	-1	-2	-1	-13	5
Cc1cc(Br)ccc1NC(=O)CN(C)C(=O)C1CCN(c2ncnc3sc(C)c(C)c23)CC1	6	x	12	4.0	57*	-5	x	9	-16
Cc1cc(C(=O)CN2C(=O)NC(C)(c3cccc(Br)c3)C2=O)c(C)n1Cc1ccco1 (stereo not given)	6	-6	22	0.2	-19	4	-15	-28	-6

Screening data as filed in PubChem BioAssay.
